From PubChem BioAssay
PAD4 inhibitors = human PAD4 inhibitors, primary screen, biochemical, fluorescence polarization (AID 463073); recombinant PAD4, RFA probe fluorescence polarization; stronger effect = higher value; inhibition, % at 5 µM; hit rate 0.5% among 2,000;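 active = inhibition above 30%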;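 note: 0% = PAD4 with DMSO and 100% = wells lacking PAD4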
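System: recombinant PAD4. Amount: PAD4 at 2 µM in dispensed buffer, before additions. Doses: single 5 µM final compound concentration. Timing: 30 min 25 °C preincubation, 5 h 37 °C labeling. Benchmarks: wells lacking PAD4 as full-inhibition control. Repeats: single well per compound. Measured by: FP, ex 525 nm, em 598 nm.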
Starred values were filed as active, the others as inactive; & = joins results of further samples.

PAD4 inhibitors	mol
3.6	COc1ccc(C(=O)Oc2ccc3c(C)cc(=O)oc3c2C(C)=O)cc1
-0.8	CC(=O)OCC(OC(C)=O)C(OC(C)=O)C(OC(C)=O)C(=O)Nc1cccc(C)c1 (configuration not stated)
3.3	COc1ccc(NC(=O)Nc2ccc(C(C)C)cc2)cc1
0.6	COc1cc(C(=O)Nc2cccc(-c3nnc(-c4ccco4)o3)c2)ccc1OC(C)=O
0.4	CC(C)[N+](C)(CCOC(=O)C1c2ccccc2Oc2ccccc21)C(C)C
0.9	O=P(O)(O)CP(=O)(O)O
3.3	CN(CCO)CC(O)Cn1cnc2c1c(=O)n(C)c(=O)n2C (configuration not stated) (tested in a mixture with another compound)
0.4	CC(C)CCC1(CCNC(C)c2cccs2)CCOC(C)(C)C1 (configuration not stated)
0.0	CCN(CC)C(=S)SSC(=S)N(CC)CC
1.4	Cn1c(=O)[nH]c(=O)c2c1nc(Br)n2CCCO
3.7	Cc1cnc(C(=O)NCCc2ccc(S(=O)(=O)NC(=O)NC3CCCCC3)cc2)cn1
1.6	CC12CCC(C(=O)N3CCCCC3)([C@H](Br)C1=O)C2(C)C (some centres not stated)
-1.0	CCn1c(C)cc2c(c1=O)C(c1ccccc1)C(C(=O)OC)=C(N)O2 (configuration not stated)
0.9	CCN(CC)C1=C(Cl)C(=O)C(Cl)C12OCCO2 (configuration not stated)
4.4	COc1cc(C2CC(=O)NC3=C2C(=O)CC(C)(C)C3)ccc1O (configuration not stated)
11.1	CC12CCCCN1CCCc1c2[nH]c2ccccc12 (configuration not stated)
2.7	O=C(CC1(O)C(=O)Nc2ccccc21)c1ccccc1O (configuration not stated)
2.6	CCOC(=O)N1c2ccccc2C=CC1OCC (configuration not stated)
4.0	Cc1nc(N[C@@H](Cc2c[nH]c3ccccc23)C(=O)O)c2oc3ccccc3c2n1
-1.5	O=C(CC(NC(=O)OCc1ccccc1)C(=O)O)OCc1ccccc1 (configuration not stated)
7.0	CC1=CC(C)(C)N2C(=O)C3(NCCc4c3[nH]c3ccccc43)c3cc(C)cc1c32 (configuration not stated)
4.1	CC(=O)OCC(=O)[C@@]1(O)CC[C@H]2[C@@H]3CCC4=CC(=O)C=C[C@]4(C)[C@H]3[C@@H](O)C[C@@]21C
-1.5	CS(=O)(=O)NCc1ccc(C(=O)NCc2ccccc2)cc1
0.9	CC(C)C12CN3CC(C(C)C)(CN(C1)C3c1ccccc1O)C2=O (configuration not stated)
1.3	CCOC(=O)[C@H]1O[C@@H]1C(=O)N[C@@H](CC(C)C)C(=O)NCCC(C)C
6.9	O=C1OCCN1/N=C/c1ccc([N+](=O)[O-])o1
-0.3	O=C(/C=C/c1ccc2c(c1)OCO2)c1ccccn1
2.7	COc1ccc(CC(=O)c2c(O)cc(O)cc2O)cc1OC
4.4	CC1CCN(CCOCCOc2ccccc2Br)CC1
-3.6	O=C(NCC1CCCCN1)c1cc(OCC(F)(F)F)ccc1OCC(F)(F)F (configuration not stated)
-0.2	NCCCC(N)(C(=O)O)C(F)F (configuration not stated)
0.0	CC(=O)Oc1cc(C(C)C)c(OCCN(C)C)cc1C
4.3	C[C@]12CC[C@@H]3c4ccc(O)cc4CC[C@H]3[C@@H]1CCC2=O
-0.9	NC(=O)OCC(COC(N)=O)c1ccccc1
-5.2	COc1cc(NC(=O)N[C@@H](Cc2ccccc2)C(=O)O)cc(OC)c1
-6.0	Cc1ccc2c(c1C)NC(C(=O)O)C1CC=CC21 (configuration not stated)
1.2	CN(C)c1cc(NC(=O)CN2CCOCC2)c2ccccc2n1
-0.8	Nc1ccc(S(=O)(=O)NC(=O)c2ccccc2)cc1
-0.2	Nc1[nH]c(=O)ncc1F
1.2	CCOc1ccc2[nH]c3c(=O)n(CCc4ccc(OC)cc4)cnc3c2c1
-4.5	COc1cccc(N2CC34C=CC(O3)C(C(=O)O)C4C2=O)c1 (configuration not stated)
0.6	COc1ccc(C2C(C(=O)c3ccco3)=C(O)C(=O)N2CC2CCCO2)cc1 (configuration not stated)
4.3	CN(C)c1ccc(Nc2c3c4c(cccc4n(C)c2=O)C(=O)c2ccccc2-3)cc1
1.9	O=c1[nH]cnc2[nH]ncc12
6.7	NC(N)=N/N=C/c1cccc(Cl)c1Cl
1.1&3.9	NCCc1cnc[nH]1
1.7	CCCCC[C@H](O)/C=C/[C@@H]1[C@@H](CCCCCCC(=O)O)[C@@H](O)C[C@H]1O
-7.5	C[C@]12C[C@H](O)[C@H]3[C@@H](CCC4=CC(=O)CC[C@@]43C)[C@@H]1CC[C@@H]2C(=O)CO
3.5	Cc1ccc(Cl)c(Nc2ccccc2C(=O)O)c1Cl
-56.8	CC(C)[N+]1(C)[C@@H]2CC[C@H]1CC(OC(=O)C(CO)c1ccccc1)C2 (some centres not stated)
1.0	COCCOC(=O)C1=C(C)NC(C)=C(C(=O)OC(C)C)C1c1cccc([N+](=O)[O-])c1 (configuration not stated)
2.9	N/C(=N\OC(=O)c1cccc(Br)c1)c1ccncc1
0.6	COc1ccc2c(c1)c(=O)oc1cc3occ(C(C)(C)C)c3cc12
-2.5	COCCNC(=O)CSc1ccc(Cl)cc1
5.3	O=C(NC(CO)Cc1ccc([N+](=O)[O-])cc1)C(Cl)Cl (configuration not stated)
3.8	COc1cc2c3c(c1)C1(C(=O)N3C(C)(C)C=C2C)C(C#N)=C(N)Oc2cc(C)oc(=O)c21 (configuration not stated)

Remaining list, next part
PAD4 inhibitors	mol
4.1	Cc1c(O)c(=O)ccn1C
6.2	C(=C/c1nccc2c1[nH]c1ccccc12)/c1ccc2c(c1)OCO2
0.2	Cc1ccc2occ(C(=O)c3ccco3)c(=O)c2c1
0.6	CC1=NN(C(=O)c2ccc(Br)cc2)C(O)(c2ccccc2)C1 (configuration not stated)
0.3	c1ccc2[nH]c(-c3cscn3)nc2c1
0.0	CCc1cc2c3c(c(=O)oc2cc1O)CCCC3
4.0	CCCCC[C@H](O)/C=C/[C@@H]1[C@@H](C/C=C\CCCC(=O)O)[C@@H](O)C[C@H]1O
2.8	COc1ccc2[nH]c(=O)c3c(c2c1)OC(C)(C)C=C3
-1.2	Cc1c2c(nc3c(C)cccc13)OC(C)C2 (configuration not stated)
3.1	C(=C\c1ccccc1)/CN1CCN(C(c2ccccc2)c2ccccc2)CC1
3.6	COCCOC(=O)c1c(C)oc2ccc(OCc3cc(C(=O)OC)oc3C)cc12
0.6	O=C(/C=C/Sc1ccccc1)c1ccccc1
-3.7	Cc1ccc(SCC(=O)Nc2nccs2)cc1
1.9	O=C(O)c1ccc(OCCn2ccnc2)cc1
3.0	COc1c2occc2c(OC)c2c(=O)cc(C(F)(F)C(F)(F)F)oc12
0.5	CC(C)COC(=O)C1C(=O)CC(C)(O)C(C(=O)OCC(C)C)C1c1cccnc1 (configuration not stated)
-1.3	CC1(C)CC(C(CC(=O)N2CCCC2)Cc2ccccc2)CCO1 (configuration not stated)
7.8	O=C(Oc1ccccc1)Oc1ccc2c(c1)oc(=O)c1ccccc12
-0.2	COC(=O)c1cc(OC)c(OC)cc1NC(=O)CN1C(=O)c2ccccc2C1=O
3.1	Cc1ncc(CN2CCC(CO)(CCc3ccccc3)CC2)s1
3.8	CC(=O)NS(=O)(=O)c1ccc(N)cc1
1.1	Cc1cn([C@H]2C=C[C@@H](CO)O2)c(=O)[nH]c1=O
5.7	CC1(C)OC2OC(C(=O)N/N=C/c3ccccc3F)C3OC(C)(C)OC3C2O1 (configuration not stated)
-2.3	COc1cc(NS(=O)(=O)c2ccc(N)cc2)nc(OC)n1
5.3	COc1cc(OC)c(-c2nc3cnccc3n2C)cc1OC
0.5	Cc1ccc2c(c1)C(O)(CC(=O)/C=C/C=C/c1ccccc1)C(=O)N2 (configuration not stated)
-2.7	N/C(=N\OC(=O)c1ccc(Br)o1)c1ccccn1
3.9	O=C1[C@@H]2[C@H](Cc3ccc(O)cc3)N[C@]3(C(=O)Nc4ccccc43)[C@@H]2C(=O)N1c1ccc(F)cc1
0.0	CCOC(=O)c1ccc(NC(=S)NCCc2ccccc2F)cc1
0.6&-5.4	O=C1NC(=O)C(c2ccccc2)(c2ccccc2)N1
-0.1	CCOc1cc2c3c(c1)C(C)=CC(C)(C)N3C(=O)C2=O
2.3	COc1ccc(C(=O)[C@H]2[C@H]3C(=O)N(c4ccccc4)C(=O)[C@H]3C3C=CC=NN32)cc1 (some centres not stated)
-4.9	C#CCN1C(=O)C(O)(c2c(C)[nH]c3ccccc23)c2ccccc21 (configuration not stated)
2.5	CC1(C)CC(C(CC(=O)O)c2ccccc2)CCO1 (configuration not stated)
2.1	COc1ccc(S(=O)(=O)NC(Cc2cnc[nH]2)C(=O)O)cc1 (configuration not stated)
1.5	C#CCN1C(=O)C(O)(CC(=O)c2ccc(OC)c(OC)c2)c2ccccc21 (configuration not stated)
1.4	NC(=O)c1c(-c2ccccc2)oc2ccc(O)cc12
-1.4	CN1C2CCC1CC(OC(c1ccccc1)c1ccccc1)C2 (configuration not stated)
-0.8	COCCCC/C(=N\OCCN)c1ccc(C(F)(F)F)cc1
1.9	CC(C)(C)N(Cc1ccccc1)C(=O)c1ccc(Br)o1
14.1	CSCCC(NC(=O)OC(C)(C)C)C(=O)Oc1ccc2c(=O)c(-c3ccc4c(c3)OCCO4)coc2c1 (configuration not stated)
-1.8	COc1ccc(C=NCC2COc3ccccc3O2)cc1OC (configuration not stated)
5.9	CCc1cc2c(=O)c(-c3nc4ccccc4n3C)coc2c(CN2CCN(C)CC2)c1O
-6.3	COc1cccc2c(=O)c(C/C=C(/C)Cl)c(C)[nH]c12
-0.8	C[C@]12CC[C@@H]3c4ccc(O)cc4CC[C@H]3[C@@H]1CC[C@@H]2OC(=O)CCC(=O)O
-0.4	C[N+]12CCCCC1C(COC(=O)c1ccc3c(c1)OCO3)CCC2 (configuration not stated)
3.4	COc1cc2c(cc1OC)C(c1ccccc1)=NCC2
23.8	Cc1cc(C)c2c(CCl)cc(=O)oc2c1
2.0	CCC(=O)c1ccc(O)cc1
1.4	C#CCN(C)CCCOc1ccc(Cl)cc1Cl
2.1	C[C@H](NC(=O)OC(C)(C)C)C(=O)NCC1CCC(C(=O)O)CC1 (some centres not stated)
1.1	CC1(C)C2CCC1(C(=O)O)c1nc3ccccc3nc12 (configuration not stated)
0.3	O=c1cnn([C@@H]2O[C@H](CO)[C@@H](O)[C@H]2O)c(=O)[nH]1
1.9	CCOc1ncnc2c1[nH]c1ccccc12
2.7	Cc1ccc(N2CCN(C(=S)c3ccc(-c4cccc([N+](=O)[O-])c4)o3)CC2)cc1
-1.0	COc1ccc(C(=O)Nc2cccc3cccnc23)cc1OC

Next section:
PAD4 inhibitors	mol
4.7	COc1ccccc1N1CCN(CC(O)COc2cccc3ccccc23)CC1 (configuration not stated)
4.2	Cc1ccc2[nH]c3c(c2c1)CCNC3=O
2.9	C[N+]12CCC(CC1)C(OC(=O)C(O)(c1ccccc1)c1ccccc1)C2 (configuration not stated)
-6.3	O=C(O)c1cc2cc(F)ccc2[nH]1
-14.3	CC(=O)C1=C(Nc2ccc(C)cc2)CC(C)(O)C(C(C)=O)C1c1ccco1 (configuration not stated)
6.2	CCC(C)NCCOCCOc1ccc(Cl)c2ccccc12 (configuration not stated)
4.0	COc1ccc2nc(Nc3nc(CSc4ccc(C)cc4)cc(=O)[nH]3)nc(C)c2c1
6.4	Cc1cccc(-n2c(Cc3ccccc3)n[nH]c2=S)c1
-0.3	COc1ccc(CNCCC(c2ccc(F)cc2)c2ccc(OC(C)C)cc2)cc1OC (configuration not stated)
1.8	CC(=O)O[C@]1(C(C)=O)CC[C@H]2[C@@H]3C=C(C)C4=CC(=O)CC[C@]4(C)[C@H]3CC[C@@]21C
5.0	CC[n+]1ccc2cc(OC)c(OC)cc2c1Cc1ccc(OC)c(OC)c1
1.4	O=C(c1ccccc1F)c1cc2c(cc1[N+](=O)[O-])OCCO2
2.1	CNCCC(Oc1ccc(C(F)(F)F)cc1)c1ccccc1 (configuration not stated)
2.5	O=C1OC(c2ccc(O)cc2)(c2ccc(O)cc2)c2ccccc21

Gathered by group: the entries above with a carbonyl joined to an NH by a bond outside any ring.
PAD4 inhibitors	mol
-0.8	CC(=O)OCC(OC(C)=O)C(OC(C)=O)C(OC(C)=O)C(=O)Nc1cccc(C)c1 (configuration not stated)
3.3	COc1ccc(NC(=O)Nc2ccc(C(C)C)cc2)cc1
0.6	COc1cc(C(=O)Nc2cccc(-c3nnc(-c4ccco4)o3)c2)ccc1OC(C)=O
3.7	Cc1cnc(C(=O)NCCc2ccc(S(=O)(=O)NC(=O)NC3CCCCC3)cc2)cn1
-1.5	O=C(CC(NC(=O)OCc1ccccc1)C(=O)O)OCc1ccccc1 (configuration not stated)
-1.5	CS(=O)(=O)NCc1ccc(C(=O)NCc2ccccc2)cc1
1.3	CCOC(=O)[C@H]1O[C@@H]1C(=O)N[C@@H](CC(C)C)C(=O)NCCC(C)C
-3.6	O=C(NCC1CCCCN1)c1cc(OCC(F)(F)F)ccc1OCC(F)(F)F (configuration not stated)
-0.9	NC(=O)OCC(COC(N)=O)c1ccccc1
-5.2	COc1cc(NC(=O)N[C@@H](Cc2ccccc2)C(=O)O)cc(OC)c1
1.2	CN(C)c1cc(NC(=O)CN2CCOCC2)c2ccccc2n1
-0.8	Nc1ccc(S(=O)(=O)NC(=O)c2ccccc2)cc1
-2.5	COCCNC(=O)CSc1ccc(Cl)cc1
5.3	O=C(NC(CO)Cc1ccc([N+](=O)[O-])cc1)C(Cl)Cl (configuration not stated)
-3.7	Cc1ccc(SCC(=O)Nc2nccs2)cc1
-0.2	COC(=O)c1cc(OC)c(OC)cc1NC(=O)CN1C(=O)c2ccccc2C1=O
3.8	CC(=O)NS(=O)(=O)c1ccc(N)cc1
5.7	CC1(C)OC2OC(C(=O)N/N=C/c3ccccc3F)C3OC(C)(C)OC3C2O1 (configuration not stated)
1.4	NC(=O)c1c(-c2ccccc2)oc2ccc(O)cc12
14.1	CSCCC(NC(=O)OC(C)(C)C)C(=O)Oc1ccc2c(=O)c(-c3ccc4c(c3)OCCO4)coc2c1 (configuration not stated)
2.1	C[C@H](NC(=O)OC(C)(C)C)C(=O)NCC1CCC(C(=O)O)CC1 (some centres not stated)
-1.0	COc1ccc(C(=O)Nc2cccc3cccnc23)cc1OC

The list is partial; rates above refer to the full screens.
